# CHRM1 PAM – potentiates human M1 receptor response to acetylcholine; CHO-K1 hM1, Fluo-8 calcium fluorescence, ACh EC20; 0% = ACh EC20, 100% = maximal ACh; activation, % at 3 µM; 360,000 compounds, 0.088% hits; in the data active = activation above about 19%, passing the limit was not always enough
# Target sequence (P11229 whole entry, looked up): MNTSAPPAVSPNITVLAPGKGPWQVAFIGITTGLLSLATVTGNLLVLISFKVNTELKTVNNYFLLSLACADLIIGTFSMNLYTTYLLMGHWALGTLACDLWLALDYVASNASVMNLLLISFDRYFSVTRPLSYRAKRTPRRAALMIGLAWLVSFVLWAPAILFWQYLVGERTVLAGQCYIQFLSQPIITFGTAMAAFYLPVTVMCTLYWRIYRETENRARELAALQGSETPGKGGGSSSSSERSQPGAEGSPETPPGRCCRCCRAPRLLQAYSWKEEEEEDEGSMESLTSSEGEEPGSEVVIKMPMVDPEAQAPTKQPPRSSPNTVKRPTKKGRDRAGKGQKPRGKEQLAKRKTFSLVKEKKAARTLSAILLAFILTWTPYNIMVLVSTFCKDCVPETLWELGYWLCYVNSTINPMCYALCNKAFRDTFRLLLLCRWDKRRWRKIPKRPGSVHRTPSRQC
# M1 antag – human CHRM1 antagonism; P11229; CHO-K1 hM1, Fluo-8 calcium fluorescence, ACh EC80 antagonist; inhibition, % at 3 µM; 360,000 compounds, 1.3% hits; AID 588852;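 active = percent inhibition above its own plate's cutoff, namely the mean of that plate's compound wells plus 3 SD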;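 note: peak over basal fluorescence ratio during 140 s after agonist addition; 0% = ACh EC80 plus DMSO and 100% = DMSO alone without agonist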
# TAAR1 ag – human TAAR1 agonism; Q96RJ0; activation, % at 3 µM; CHO RD-HGA16 TAAR1, Fluo-8 calcium fluorescence; vehicle wells 0%, saturating PEA agonist 100%; 360,000 compounds, 0.99% hits;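 active = activation above the mean activation of all test compounds in the run plus 3 SD, cut at about 38% in these data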
#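 Assay system – CHO-derived RD-HGA16 cells with stable Gα16 and human TAAR1 · Compound dosing – one-point dosing at 3 µM (nominal) · Incubation – 17-24 h seeding, 75 min 37 °C dye, 30 min RT · Measured by – kinetic Fluo-8 calcium fluorescence · Control set – DMSO vehicle as 0%, PEA at EC100 as 100% · Repeats – single well for each compound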
# CHRM5 antagonist – blocks acetylcholine activation of human M5 receptor. P08912. CHO-hM5 cells, Fluo-8 calcium fluorescence, ACh EC80. inhibition, % at 3 µM. 360,000 compounds, 0.59% hits. AID 624040;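 active = inhibition above a per-plate cutoff, the mean of that plate's test compounds plus 3 SD, cut at about 27% in these data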;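 note: 0% = acetylcholine EC80 with DMSO and 100% = DMSO without agonist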
# M5 PAM – CHRM5 positive allosteric modulation; CHO-K1 hM5, Fluo-8 calcium, ACh EC20 PAM; 0% = ACh EC20, 100% = ACh EC100; activation, % at 3 µM; P08912; 360,000 compounds, 0.3% hits;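 active = activation above the run cutoff, the mean activation of all test compounds plus 3 SD, cut at about 18% in these data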
#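 System: CHO-K1 hM5 cells. Reagent: acetylcholine, EC20 level. Compound dosing: single dose, 3 µM nominal final test concentration. Timing: Post-acetylcholine fluorescence recording 140 s. Detection: Fluo-8 calcium fluorescence. Read-out: % activation, ACh-normalized. Benchmarks: ACh EC20 and EC100 wells. Repeats: singlicate, one well per test compound.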
# M5 ag – agonists of human muscarinic M5 receptor (CHRM5); CHO-K1 hM5 cells, Fluo-8 calcium fluorescence; 0% DMSO wells, 100% maximal acetylcholine response; activation, % at 3 µM; 360,000 compounds, 0.19% hits;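 active = activation above the run's mean over test compounds plus 3 SD, cut at about 23% in these data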;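 note: signal is peak over basal fluorescence ratio across the kinetic read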
# CHRM4 agonist – agonists of human muscarinic M4 receptor (CHRM4); CHO-K1 hM4/Gqi5, Fluo-8 calcium fluorescence; vehicle 0%, full acetylcholine response 100%; P08173; AID 624127; activation, % at 3 µM; 360,000 compounds, 0.14% hits;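 active = activation above the run mean over all test wells plus 3 SD, cut at about 32% in these data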;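 note: peak over basal fluorescence ratio per well then scaled between controls; 0% = DMSO wells and 100% = acetylcholine at EC100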
# Target sequence (P08173 whole entry, looked up): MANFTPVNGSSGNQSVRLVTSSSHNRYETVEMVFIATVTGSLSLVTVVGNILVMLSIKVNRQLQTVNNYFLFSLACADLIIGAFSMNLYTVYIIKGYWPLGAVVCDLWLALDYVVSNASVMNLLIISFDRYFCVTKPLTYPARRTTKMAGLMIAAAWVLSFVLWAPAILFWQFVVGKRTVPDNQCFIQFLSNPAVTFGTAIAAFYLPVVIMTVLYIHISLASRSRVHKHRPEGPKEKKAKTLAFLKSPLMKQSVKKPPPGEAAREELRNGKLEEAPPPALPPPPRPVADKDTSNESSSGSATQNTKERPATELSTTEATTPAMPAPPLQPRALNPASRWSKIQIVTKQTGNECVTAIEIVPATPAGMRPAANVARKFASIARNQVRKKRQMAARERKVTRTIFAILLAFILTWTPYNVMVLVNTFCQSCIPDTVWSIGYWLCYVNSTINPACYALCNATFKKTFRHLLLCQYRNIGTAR
# CHRM4 antagonist – CHRM4 antagonism in calcium assay. P08173. CHO-hM4 cells, ACh EC80, Fluo-8 calcium fluorescence. inhibition, % at 3 µM. 360,000 compounds, 0.73% hits. AID 624125;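 active = inhibition above its plate's cutoff, the mean inhibition of sample wells plus 3 SD, cut at about 27% in these data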;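 note: 0% = acetylcholine EC80 with DMSO and 100% = DMSO without agonist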
# M1 ag – activates human CHRM1 receptor; P11229; CHO-K1 hM1, Fluo-8 calcium fluorescence, agonist mode; 0% DMSO, 100% acetylcholine EC100; activation, % at 3 µM; 360,000 compounds, 0.33% hits; AID 588814;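 active = activation above the run's mean compound activation plus 3 SD, cut at about 16% in these data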;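 note: peak over basal fluorescence ratio within a 140 s kinetic read after compound addition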
# Numbers without * were called inactive; . = no result given.
SMILES,CHRM1 PAM,M1 antag,TAAR1 ag,CHRM5 antagonist,M5 PAM,M5 ag,CHRM4 agonist,CHRM4 antagonist,M1 ag
CCOCCn1c(CN2CCCCC2C)nc2c1c(=O)n(C)c(=O)n2C (stereo unspecified),7,-19,1,2,0,-1,1,1,-8
CN(C)c1nc(NCc2ccccc2)nc(SCC(=O)Nc2ccc(Cl)c(Cl)c2)n1,2,-2,21,-7,7,0,1,4,1
Cc1ccsc1C(=O)OCC(=O)NCc1ccc2c(c1)OCO2,17,-22,3,-5,4,3,1,1,-1
O=C(CSc1nnnn1-c1ccccc1)Nc1ncc(Cc2cc(Cl)ccc2Cl)s1,4,1,5,-8,7,2,1,5,-3
CC(=O)/C(=C/c1ccc(N(C)C)cc1)C(=O)c1ccccc1,-4,-8,0,19,-11,-3,1,4,-10
COc1ccccc1NC(=O)C1=C(C)Nc2nc(-c3cccnc3)nn2C1c1ccccn1 (stereo unspecified),12,-9,3,-16,14,6,1,1,0
CN(C)CCCOc1ccc(-c2ccc3nccn3c2)cn1,3,-8,0,1,-1,-1,0,-8,-9
C=CCNC(=S)NNC(=O)COc1ccc2cc(Br)ccc2c1,6,1,4,9,0,3,5,4,-1
Cc1cc2[nH]c(=O)c(=O)[nH]c2cc1S(=O)(=O)N1CCN(c2ccccc2F)CC1,6,-12,2,5,-3,-5,0,-9,-5
CN1C(=O)C(O)(CC(=O)/C=C\c2ccc3c(c2)OCO3)c2ccccc21 (stereo unspecified),8,-11,0,4,3,1,7,-3,-7
O=C1C2CCCN2C(c2cccs2)N1c1ccc(Cl)cc1 (stereo unspecified),8,0,5,0,2,-6,1,-1,-3
O=C(CSc1nnc(-c2cccnc2)o1)Nc1ccccc1Br,5,-8,0,20,-4,-3,1,2,-3
CCOC(=O)Cn1c(=O)n(Cc2ccccc2)c(=O)c2cccnc21,7,-8,3,-6,2,-3,1,-12,-5
Cc1ccc(C(=O)NCCOC23CC4CC(CC(C4)C2)C3)cc1,2,-4,-2,-10,-1,-3,0,-1,-6
N#Cc1c(/N=C/c2ccc(Br)s2)sc2c1CCC2,17,-15,4,-2,7,2,0,4,-1
CC1(CCc2ccccc2)NC(=O)N(CC(=O)Nc2ccccc2)C1=O (stereo unspecified),11,-10,1,-13,15,4,0,-8,-1
Cc1nc(N)[nH]c(=O)c1CCCNc1ccc(CCC2(CCl)OCCO2)cc1,0,-4,1,-1,3,1,3,-16,-6
CCOc1ccc(C2c3[nH]c4ccccc4c3CCN2Cc2cn(CC)nc2C)cc1 (stereo unspecified),5,-2,13,9,-7,-4,1,6,-11
O=C(NCC1CCCO1)c1cc2c([nH]c3ccccc32)c(-c2cccc(Br)c2)n1 (stereo unspecified),-15,22,2,16,-18,3,16,7,-3
Cc1ccc(C2CC(C(F)(F)F)n3nc(C(=O)NCCN4CCOCC4)cc3N2)cc1 (stereo unspecified),3,-3,8,0,-5,-2,0,-12,-3
C[C@H]1CN([C@@H](C)CO)C(=O)Cc2cc(NC(=O)CCC(F)(F)F)ccc2O[C@H]1CN(C)Cc1ccc(-c2ccccc2)cc1,4,7,2,18,-12,-3,17,14,-8
CCOC(=O)N1CCC(NC(=O)c2cc3c(C)nc4ccccc4c3o2)CC1,-6,6,4,2,-6,3,8,-3,-3
COc1ccc(C(=O)COC(=O)c2cccs2)cc1,12,-8,18,6,7,-2,0,-1,-3
CCOc1ccc(N(C(=O)/C=C/C(=O)Nc2cc(C)on2)C(C(=O)NC2CCCC2)c2ccccc2C)cc1 (stereo unspecified),-2,2,12,7,0,0,-1,14,-5
CC(=O)C1=NN(c2ccc(Cl)cc2)C(c2ccc3c(c2)OCO3)N(C(C)=O)N1C (stereo unspecified),-3,3,4,10,-11,-5,-2,0,-7

# Reformatted with two lines to a compound: entries from further up.
# Results follow in this order: CHRM1 PAM	M1 antag	TAAR1 ag	CHRM5 antagonist	M5 PAM	M5 ag	CHRM4 agonist	CHRM4 antagonist	M1 ag
- CC(=O)/C(=C/c1ccc(N(C)C)cc1)C(=O)c1ccccc1
 : -4	-8	0	19	-11	-3	1	4	-10
- CCOC(=O)N1CCC(NC(=O)c2cc3c(C)nc4ccccc4c3o2)CC1
 : -6	6	4	2	-6	3	8	-3	-3

# (more compounds)
SMILES,CHRM1 PAM,M1 antag,TAAR1 ag,CHRM5 antagonist,M5 PAM,M5 ag,CHRM4 agonist,CHRM4 antagonist,M1 ag
CCOCCCNS(=O)(=O)c1cc2[nH]c3c(c2cc1C)C(=O)CC(C)(C)C3,4,-3,3,3,-1,0,3,-9,-6
CC1CCCC(O)(C(C(=O)O)c2ccccc2)C1 (stereo unspecified),0,-4,0,9,-15,2,16,-2,0
CC(=O)Nc1ccc(S(=O)(=O)NCc2cn3c(C)csc3n2)cc1,-2,10,-1,-6,0,2,0,5,-8
O=C(COC(=O)c1cccc(F)c1)Nc1cccnc1Cl,9,-11,0,-1,9,-1,1,-5,-4
COc1cccc(C(NC(C)=O)c2nc(-c3cccc(C#N)c3)cs2)c1 (stereo unspecified),3,2,0,2,-2,0,2,5,-2
O=C(NCc1ccc(F)c(F)c1)c1cccc2c(-c3cccnc3)coc12,-16,22,7,13,-13,6,17,2,1
O=C(c1nn(-c2ccccc2)c(=O)c2ccccc12)N1CCN(c2ccccn2)CC1,4,-1,7,8,-7,6,5,-13,1
Cc1nn(-c2ccccc2)c2c1C(O)CC(C)(C)C2 (stereo unspecified),16,-17,1,-4,3,-3,1,-4,-3
Cc1ccc(-c2nnn(CC(=O)N(CC(=O)NC3CCCC3)c3ccc(F)c(Cl)c3)n2)o1,4,-8,8,-6,2,0,0,-2,0
CN(C)Cc1nc2ccccc2c(=O)n1CC#N,6,-6,2,-2,8,3,1,4,-3
CCOC(=O)/C(N)=C/c1ncc(C(F)(F)F)cc1Cl,4,-12,4,-2,0,-3,0,-5,-5
COC(=O)c1ccc(NC(=S)NC2CC(C)(C)NC(C)(C)C2)cc1,-2,-3,1,-9,6,2,1,1,6
C[C@H](CO)N1C[C@H](C)[C@@H](CN(C)Cc2ccc(C(=O)O)cc2)Oc2ncc(-c3ccc(C(=O)N(C)C)cc3)cc2C1=O,9,-11,0,2,3,0,0,-17,-1
CCOC(=O)/C(C#N)=C/N=c1ccc(C)cn1C,13,-18,1,-3,4,-1,1,-8,-3
CCOC(=O)c1c(C)n(-c2ccc(C)cc2)c2ccc(OCC(O)CNCCCO)cc12 (stereo unspecified),2,7,14,1,3,-10,3,3,-15
COCCn1c(N)c(C(=S)NC(=O)c2cccs2)c(=O)[nH]c1=O,6,-9,0,-4,2,1,1,8,-3
O=C1NC2(CCCCC2)N=C1c1ccc(Br)cc1,6,-10,8,-3,-3,-1,0,-8,-3
Cc1cccc(C(=O)Nc2cccc(C(=O)N/N=C/c3ccncc3)c2)c1,-18,15,13,15,-15,2,13,-3,0
CCOC(=O)c1c(NC(=S)NCCc2ccccc2)sc2c1CC(C(C)C)OC2 (stereo unspecified),4,3,37,-4,7,-1,1,-12,-5
Cc1ccc(NC(=O)C2(C)CCN2CCc2ccccc2)cc1O (stereo unspecified),2,-10,6,-1,-1,-1,1,0,-2
Cc1c(-c2ccccc2)[n+](=O)c2c(n1[O-])CCC2,5,-21,12,8,-5,-1,0,2,0
COc1ccc(Nc2c(-c3cccc(OC)c3)nc3nc(C)cc(C)n23)cc1,.,.,3,11,-9,0,0,-5,.
CC(=O)NC(Cc1ccccc1)C(=O)NC1CCN(C(=O)c2ccc([N+](=O)[O-])cc2)CC1 (stereo unspecified),7,-9,1,-1,-3,-6,0,3,-8
COc1cc2c(cc1Cl)C(=O)C(F)(c1ccccc1)C(=O)N2 (stereo unspecified),6,-5,12,12,0,-2,5,4,-3
COc1ccc(OC)c(NC(=O)c2ccc(NC3=NC4CS(=O)(=O)CC4S3)cc2)c1 (stereo unspecified),-1,-3,0,1,-1,0,1,-20,-2
COc1ccc(CCNC(=O)CSc2nnnn2-c2ccccc2OC)cc1OC,12,-18,8,-8,-2,5,2,-26,6
O=C(CSc1nnc(C2CC2)n1C1CC1)Nc1cccc(Br)c1,7,-8,-2,-2,0,1,1,7,-6
NC(=O)c1ccccc1NC(=O)CC12CC3CC(CC(C3)C1)C2,7,-14,1,3,5,4,1,0,1
NC(=O)NN=C1CCn2cccc21,5,-9,0,2,3,-2,0,-10,-1

# Entries of single compounds, looked up by structure.
# O=C(CSc1nnc(C2CC2)n1C1CC1)Nc1cccc(Br)c1 is entered as CHRM1 PAM = 7; M1 antag = -8; TAAR1 ag = -2; CHRM5 antagonist = -2; M5 PAM = 0; M5 ag = 1; CHRM4 agonist = 1; CHRM4 antagonist = 7; M1 ag = -6
# O=C1NC2(CCCCC2)N=C1c1ccc(Br)cc1 is entered as CHRM1 PAM = 6; M1 antag = -10; TAAR1 ag = 8; CHRM5 antagonist = -3; M5 PAM = -3; M5 ag = -1; CHRM4 agonist = 0; CHRM4 antagonist = -8; M1 ag = -3
# COCCn1c(N)c(C(=S)NC(=O)c2cccs2)c(=O)[nH]c1=O is entered as CHRM1 PAM = 6; M1 antag = -9; TAAR1 ag = 0; CHRM5 antagonist = -4; M5 PAM = 2; M5 ag = 1; CHRM4 agonist = 1; CHRM4 antagonist = 8; M1 ag = -3

# An excerpt; count on the stated rates, not on these rows.
